# HBB splicing = modulators of hemoglobin beta chain splicing | HBB splicing reporter cell assay, activation; EGFP reporter with mutant IVS2-654 intron; response scale: normalised to 500 nM splice-correcting PNA | Potency, µM (highest dose often 46.1 µM), inactives show at the top dose activation, actives largely listed as activators | 65,000 compounds, 0.06% hits | AID 925; further: potency means the concentration at half of the fitted maximal effect; 0% is about no effect
#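 HeLa cells stably expressing EGFP interrupted by mutant beta-globin intron 2 (IVS2-654), 500/well in 2% FCS. Treated with compound for 2 days at 37C. Splicing correction scored as total well GFP intensity (488 nm excitation, 500-520 nm emission); 500 nM antisense PNA served as control.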
# ALOX15 inhib = 15-hLO (ALOX15) enzyme inhibition; 74,000 compounds, 1.4% hits; P16050; purified 15hLO-1, xylenol orange hydroperoxide absorbance; AID 887; Potency, µM (doses to about 57.1 µM), without a hit: at the top dose activity change, negative = inhibition, hits mostly inhibitors; further: potency means the concentration at half of the fitted maximal effect; on the % scale 0 is the no-effect control and ±100 the full control effect; nearly all actives have a fitted effect of over 55% in size
#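 Readout: Fe(III)-xylenol orange absorbance, 573-to-405 nm ratio as reaction progress. Enzyme 40 nM purified human 15hLO-1, substrate 50 uM arachidonic acid, 6 min RT after 15 min compound preincubation; Hepes pH 7.5 buffer with Triton X-100.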
# 4-MU autofl = compound fluoresces in the 4-MU spectral region. compound autofluorescence, 340/450 nm, 4-MU equivalents; active compounds read high. max dye-equivalent concentration, M. 59,000 compounds, 11% hits. AID 589; in the data active means max dye-equivalent concentration above about 10 nM; inconclusive means mostly about 1.1 nM to 9.6 nM
#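 Intrinsic fluorescence at 340/450 nm (ex/em) was read after 15 min at room temperature in pH 8.0, 100 mM Tris. Each compound concentration expressed as 4-MU-equivalent concentration from a six-point 4-MU standard series on each plate.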
# Hsp90 Hop PPI = changes Hsp90-Hop TPR2A binding signal, up or down. 71,000 compounds, 0.44% hits. Potency, µM (top dose mostly 57 µM), inactives show at the highest dose activity change, negative = inhibition. AlphaScreen TPR2A-His6 binding biotin-Hsp90 C-terminal peptide; active means well fitted curve in either direction with a large enough effect; inconclusive means small, poorly fitted or top-dose-only effect, or another doubt; further: potency means the concentration at half of the fitted maximal effect; on the % scale 0 is the no-effect control and ±100 the full control effect; many of its hits are not listed in these tables
# Ub-GFP proteasome = proteasome inhibitors stabilizing ubiquitin-GFP reporter; Ubiquitin-GFP reporter cells, proteasome inhibition, GFP fluorescence; response scale: untreated = 0%, 10 µM MG-132 = 100%; AID 526; Potency, µM (doses to about 45.9 µM), without a hit: top-dose activation (GFP accumulation), usual class: activators; 67,000 tested, under 10 active; active means well fitted activation curve with a large enough effect, not every such curve was filed as active; inconclusive means small, poorly fitted or top-dose-only effect, or another doubt; inactive means no such curve, though single readings can be large or run the other way; further: potency means the concentration at half of the fitted maximal effect
#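 Proteasome blockade was scored as a rise in GFP-expressing U2OS cells carrying a ubiquitin(G76V)-GFP construct, imaged after 4 hr compound treatment at 37 °C across a 46 uM–2.9 nM series.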
# BRCT PPI green = BRCA1 BRCT-phosphoprotein interaction inhibition; BRCA1 BRCT-phosphopeptide binding, green fluorescence polarization; AID 875; P38398; 75,000 compounds, 0.05% hits; Potency, µM (series often up to 76.9 µM), for the others: top-dose activity change, negative = inhibition, most hits filed as inhibitors;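 further: potency means the concentration at half of the fitted maximal effect; plate controls were peptide without protein for full effect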
# Target sequence (P38398 whole entry, looked up): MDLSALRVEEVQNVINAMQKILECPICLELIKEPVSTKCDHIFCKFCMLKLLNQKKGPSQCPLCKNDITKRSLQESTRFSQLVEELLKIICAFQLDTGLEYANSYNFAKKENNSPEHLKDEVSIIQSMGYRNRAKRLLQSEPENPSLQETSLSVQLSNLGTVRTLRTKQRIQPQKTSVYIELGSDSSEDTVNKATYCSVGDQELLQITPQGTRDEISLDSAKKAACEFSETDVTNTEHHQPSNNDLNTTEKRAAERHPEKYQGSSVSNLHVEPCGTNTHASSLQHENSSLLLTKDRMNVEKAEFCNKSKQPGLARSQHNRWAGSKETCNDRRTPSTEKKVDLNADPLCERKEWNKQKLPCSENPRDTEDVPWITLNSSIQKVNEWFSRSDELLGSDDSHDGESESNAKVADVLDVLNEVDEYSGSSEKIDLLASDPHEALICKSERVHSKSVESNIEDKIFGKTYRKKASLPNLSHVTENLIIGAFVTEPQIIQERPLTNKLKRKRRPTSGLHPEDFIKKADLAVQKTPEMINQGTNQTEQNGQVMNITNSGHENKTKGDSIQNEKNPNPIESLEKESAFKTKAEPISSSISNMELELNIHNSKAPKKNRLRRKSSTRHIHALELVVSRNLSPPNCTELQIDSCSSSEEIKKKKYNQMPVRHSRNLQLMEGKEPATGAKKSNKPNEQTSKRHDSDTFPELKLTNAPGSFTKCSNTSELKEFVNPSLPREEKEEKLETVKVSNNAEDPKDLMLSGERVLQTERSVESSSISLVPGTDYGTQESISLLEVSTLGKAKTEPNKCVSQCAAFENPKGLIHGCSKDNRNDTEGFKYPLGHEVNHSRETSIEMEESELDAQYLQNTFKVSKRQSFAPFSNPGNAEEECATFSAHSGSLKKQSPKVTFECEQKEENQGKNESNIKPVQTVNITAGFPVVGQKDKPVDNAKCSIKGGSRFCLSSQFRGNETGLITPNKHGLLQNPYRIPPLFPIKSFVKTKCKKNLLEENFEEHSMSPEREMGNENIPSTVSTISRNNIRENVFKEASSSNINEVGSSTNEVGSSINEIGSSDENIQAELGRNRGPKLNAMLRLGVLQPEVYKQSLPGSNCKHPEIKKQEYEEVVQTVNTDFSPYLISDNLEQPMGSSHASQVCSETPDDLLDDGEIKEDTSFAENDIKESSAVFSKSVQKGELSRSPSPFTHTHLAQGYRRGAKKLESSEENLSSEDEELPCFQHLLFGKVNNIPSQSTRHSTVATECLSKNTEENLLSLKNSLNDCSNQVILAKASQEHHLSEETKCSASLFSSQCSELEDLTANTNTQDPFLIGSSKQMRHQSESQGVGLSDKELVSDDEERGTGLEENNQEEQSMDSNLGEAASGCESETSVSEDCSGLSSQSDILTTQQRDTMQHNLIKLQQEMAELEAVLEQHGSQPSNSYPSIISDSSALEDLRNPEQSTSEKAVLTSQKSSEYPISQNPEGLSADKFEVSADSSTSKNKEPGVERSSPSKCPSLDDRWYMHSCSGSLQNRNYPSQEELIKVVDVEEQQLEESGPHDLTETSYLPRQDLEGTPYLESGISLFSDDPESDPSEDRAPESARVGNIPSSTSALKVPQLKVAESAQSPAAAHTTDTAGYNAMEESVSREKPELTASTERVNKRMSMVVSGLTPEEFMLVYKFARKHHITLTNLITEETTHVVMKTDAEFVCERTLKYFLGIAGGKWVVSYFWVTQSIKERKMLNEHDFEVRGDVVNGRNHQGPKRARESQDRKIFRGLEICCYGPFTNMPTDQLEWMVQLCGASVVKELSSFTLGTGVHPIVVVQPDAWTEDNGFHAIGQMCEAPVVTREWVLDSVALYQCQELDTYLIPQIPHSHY
#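 Compounds were incubated for 12 min at room temperature with a complex of 100 nM fluorescein-tagged pBACH1 decapeptide and 250 nM His-tagged BRCT protein. Buffer was phosphate pH 7.3 with EDTA, DTT and Tween 20. Disruption of binding lowers the polarization signal.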
# CRE-bla Fsk = modulators of forskolin-stimulated CRE signaling in CHO cells | CHO CRE-bla reporter (cAMP response element driving beta-lactamase), forskolin EC10, beta-lactamase ratio | Potency, µM (series often up to 38.2 µM), for the others: at the highest dose activity change, negative = inhibition, most hits filed as activators | 71,000 compounds, 2.5% hits | AID 662; active means well fitted activation curve with a large enough effect in the signal ratio, with a control signal flat, not every such curve was filed as active; inconclusive means small, poorly fitted or top-dose-only effect, or effect the other way, or a change in a side signal; the % refers to the signal ratio; further: potency means the concentration at half of the fitted maximal effect; % of control where 0% means no effect
#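 Using CellSensor CRE-bla CHO cells in Opti-MEM with 0.5% dialyzed FBS, compounds were titrated with EC10 NKH 477 for 3 h at 37 °C. CCF4 ratio (460/530 nm) gave %Activity; AC50 derived.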
# BRCT inh red = BRCT-phosphoprotein interaction inhibition (red fluorophore) | BRCT-phosphopeptide binding, red fluorescence polarization | Potency, µM (series often up to 76.9 µM), for the others: top-dose activity change, negative = inhibition, hits mostly inhibitors | 75,000 compounds, 0.03% hits | AID 892; further: on the % scale 0 is the no-effect control and ±100 the full control effect
#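 Rhodamine-labelled pBACH1 10-mer (100 nM) bound to BRCT domain (100 nM) at pH 7.3; compounds incubated 12 min room temperature, polarization read. Free peptide defines full inhibition; unlabelled decapeptide titrated as control.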
# A350 autofl = compound fluoresces in the Alexa 350 spectral region | Compound autofluorescence, 340/450 nm, Alexa 350 dye-equivalents; active compounds read high | max dye-equivalent concentration, M | 59,000 compounds, 11% hits; in the data active means max dye-equivalent concentration above about 10 nM; inconclusive means mostly about 1.1 nM to 9.6 nM
# DNA Pol III inh = blocks replication by bacterial DNA polymerase III holoenzyme. reconstituted DNA polymerase III holoenzyme replication, biochemical. Potency, µM (doses to about 57.1 µM), for the others: at the top dose activity change, negative = inhibition. 71,000 compounds, 0.25% hits. AID 603; further: potency means the concentration at half of the fitted maximal effect; on the % scale 0 is the no-effect control and ±100 the full control effect
#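 Reconstituted *E. coli* holoenzyme (0.35 nM Pol III, 1 nM beta, 154 nM SSB, 2 nM primase) was preincubated with compound for 15 min at RT. Synthesis on 1.4 nM ssM13Gori ran 35 min, then was stopped with PicoGreen/EDTA and read as dsDNA fluorescence.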
# GFP derepression = epigenetic GFP locus derepression in mouse cells; mouse C127i GFP locus derepression, cytometry, 30 h; Potency, µM (top dose mostly 46.1 µM), inactives show at the highest dose GFP derepression (activation); 68,000 compounds, 0.09% hits; AID 597; further: % of control where 0% means no effect
#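 Derepression screen: silenced CMV-GFP reporter in murine C127i cells, 30 h compound incubation at 37 C, washed cells imaged by laser-scanning cytometer to enumerate GFP-expressing objects of 20 to 120 um.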
# * hit, by the source's call; i = inactive; ? = inconclusive; / = no result given; & = joins results of further samples; ! = a repeat was not active; [ ] = remark or other dose. Unless noted, the call rests on the fitted dose curve; in most records, active means well fitted curve in the direction sought with a large enough effect; inconclusive means small, poorly fitted or top-dose-only effect, or another doubt; inactive means no such curve, though single readings can be large; an effect the other way counts as inactive or inconclusive. This is a subset. The share of hits here may be higher or lower than overall.
Structure,HBB splicing,4-MU autofl,BRCT PPI green,DNA Pol III inh,Ub-GFP proteasome,Hsp90 Hop PPI,A350 autofl,BRCT inh red,CRE-bla Fsk,ALOX15 inhib,GFP derepression
COc1ccc2[nH]c(C)c(CCN3CCC(=O)C(C)C3C)c2c1 (centres undefined),-0.3%,/,-2.0%,1%,2%,-19%,/,0.9%,-9%,-1%,-3%
CC(=NCc1ccc(F)cc1)c1c(O)n(C)c(=O)n(C)c1=O,3.2%[0.369 µM],i,1.0%,0%,1%,-4%,?,-0.4%,?,5%,4%
O=S(=O)(O)/C(=C\c1ccccc1)c1ccccc1 (tested in a mixture with another compound),-1.6%[9.22 µM],i,0.7%[15.4 µM],-11%[11.4 µM],-2%[9.17 µM],2%[11 µM],i,1.7%[15.4 µM],4µM*,15%[11.4 µM],0%[9.22 µM]
Clc1cccc(Cl)c1,-0.2%,/,-0.8%,-4%,/,-1%,/,1.1%,-4%,-6%,/
COc1cc2c(cc1OC)[C@@]13CCN4CC5=CCO[C@H](CC(=O)O)[C@@H]([C@H]1N2)[C@H]5C[C@H]43,4.1%[9.22 µM],i,0.8%[15.4 µM],-12%[11.4 µM],6%[9.17 µM],-4%[11 µM],i,-0.2%[15.4 µM],?,6%[11.4 µM],-1%[9.22 µM]
O=C1C2(Cl)C3(Cl)C4(Cl)C(Cl)(Cl)C5(Cl)C3(Cl)C1(Cl)C5(Cl)C24Cl (centres undefined),0.0%&-1.2%,/,1.0%&-1.6%,0%&15%,/,?,/,1.1%&0.7%,?,?,/
C[C@]12CC[C@H](O)C[C@@H]1CC[C@H]1[C@H]2CC[C@]2(C)C(=O)CC[C@@H]12,-0.1%[20.6 µM],6.9e-08M*!,-1.1%[34.4 µM],0%[25.6 µM],4%[20.5 µM],3%[26 µM],6.4e-08M*!,0.5%[34.4 µM],?,7%[25.6 µM],0%[20.6 µM]
CC(=O)OC1(c2ccccc2)CCN(C)C2CCCCC21 (centres undefined),0.2%,i,-0.6%,6%,-2%,-3%,i,0.5%,-13%,-2%,-1%
CCC(=NCc1ccc2c(c1)OCO2)c1c(O)n(C2CCCCC2)c(=O)[nH]c1=O,0.8%,i,0.9%,4%,13%,-10%,i,0.8%,?,?,0%
O=C(CNS(=O)(=O)c1cccs1)N1CCC2(CC1)OCCO2,-0.1%,i,-2.5%,-3%,-3%,3%,i,-0.5%,-10%,3%,0%
CN(C)c1ccc(N=Nc2ccccc2)cc1,-0.4%,/,0.1%,1%,/,13µM*,/,-0.6%,?,-2%,/
Cc1cc2c(C(C)C)c(O)c(O)c(C=O)c2c(O)c1-c1c(C)cc2c(C(C)C)c(O)c(O)c(C=O)c2c1O,-1.0%[20.6 µM],i,-17%,-14%,10%,?,i,-26%,?,?,0%
O=C(O)C(Br)CBr (centres undefined),0.2%,/,-0.8%,1%,/,-27%,/,-0.1%,-6%,-1%,/
CCN1C(=O)c2ccccc2Sc2ccc(C(=O)N3CCC4(CC3)OCCO4)cc21,-1.6%[57.5 µM],i,-0.4%,0%,-3%,-4%,i,0.1%,9%,1%,4%
Cc1nn(Cc2ccccc2Cl)c(Cl)c1C(=O)OCC(=O)NCc1ccco1,0.3%[57.5 µM],i,0.7%,-1%,4%,-4%,i,0.5%,-1%,-7%,2%
CNC(=O)O/N=C/C(C)(C)SC,0.3%,/,-2.1%,-3%,/,-5%,/,-1.2%,-5%,13%,/
COc1ccc(NC(=O)N2CCCC3(CCN(C(=O)Oc4ccccc4)CC3)C2)cc1,2.2%,i,-2.7%,4%,2%,-20%,i,0.5%,-1%,2%,0%[9.22 µM]
C/C(=C\C=C/[C@@H](C)C(=O)O)[C@H]1CN[C@H](C(=O)O)[C@@H]1CC(=O)O,/,/,-0.9%,-4%,4%,-2%,/,1.1%,-8%,-22%[25.6 µM],1%
O=C(CCCN1CCC2(CC1)C(=O)N(Cc1cccc(F)c1)CN2c1ccccc1)c1ccc(F)cc1,/,/,1.4%,-2%,3%,-10%,/,-2.5%,?,?,0%
COc1ccc2c(c1)C13CCCC[C@@H]1C(C2)N(C)CC3 (some centres undefined),-0.5%[20.6 µM],i,0.6%[34.4 µM],3%[25.6 µM],-12%[20.5 µM],-4%[26 µM],i,0.3%[34.4 µM],-4%[17.1 µM],17%[25.6 µM],-2%[20.6 µM]
Cn1cc(C(=O)C(=O)N[C@H]2CN3CCC2CC3)c2ccccc21,/,/,-0.4%,-3%,-1%,1%,/,-3.3%,-10%,?,0%
COC(=O)c1cc(C(O)(C(=O)OC)C(F)(F)F)c(/N=C/N(C)C)s1 (centres undefined),-0.1%[57.5 µM],?,-0.7%,-6%,0%,-4%,?,-0.6%,3%,-3%,5%
CCCCCCn1c(=O)c(C(=O)Nc2ccncc2)c(O)c2ccccc21,-0.6%,/,-1.4%,3%,-4%,-2%,/,-2.2%,3%,6%,0%
CC(Cc1ccccc1)[n+]1cc(/N=C(\[O-])N(C)C)on1 (centres undefined),-0.8%,i,5.5%,-2%,10%,-2%,i,1.8%,1%,-18%,15%
Brc1c(NC2=NCCN2)ccc2nccnc12,-0.6%,1e-08M*!,-2.2%&-1.8%,-5%&0%,4%&0%,?,1.4e-08M*!,-1.2%&-2.0%,?,?,2%[20.6 µM]
c1cncc(CNc2cc(-c3ccc4c(c3)OCO4)ncn2)c1,-1.4%,i,5.2%,-2%,-4%,?,i,-2.6%,?,?,0%[9.22 µM]
Cc1ccc2c(c1)C1CN(C)CCC1N2C(=O)Cn1nnc(-c2ccccc2F)n1 (centres undefined),-0.3%,/,-2.1%,-5%,-2%,-6%,/,-1.8%,-28%,2%,/
NCCCCN=C(N)N,2.1%,1.2e-08M*,-1.8%[3.08 µM],0%&3%,-4%&-3%,-4%&-11%,1.5e-08M*,0.9%&0.0%&-1.1%,?,?,-1%&1%
CCC(C)NC(=O)c1c(N)n(CCCOC)c2nc3ccccc3nc12 (centres undefined),2.2%[57.5 µM],1.4e-06M*,0.5%,-6%,-6%,?,1.9e-06M*,-0.5%,?,-16%,0%
CCC(=NCCCO)c1c(O)n(-c2ccc(OC)cc2)c(=O)[nH]c1=O,-6.0%[0.369 µM],i,-2.1%,-10%,1%,-2%,i,-0.3%,7%,3%,4%
NCCc1c[nH]c2ccc(O)cc12,-0.2%[20.6 µM],i,-0.7%,-9%[25.6 µM],5%[20.5 µM],-5%[26 µM],i,-0.4%,?,13%[25.6 µM],10%[20.6 µM]
CCCCOC(=O)C1=C(N)OC2=C(C(=O)CCC2)[C@]12C(=O)Nc1ccccc12,-2.3%[57.5 µM],i,0.0%,-3%,-2%,-5%,i,0.5%,6%,2%,-2%
Cc1nc2ncnn2c(C)c1CCC(=O)N1CCC2(CC1)OCCO2,-0.5%,i,-1.8%,4%,-7%,-2%,?,1.6%,?,-1%,0%
O=C1CCCC2=C1C(c1cccnc1)Nc1ccccc1N2 (centres undefined),-0.1%,/,-1.6%,-3%,-9%,-1%,/,-0.2%,-1%,0%,2%
O=P(OCC(F)(F)C(F)F)(N1CCCCC1)N1CCCCC1,-0.2%[9.22 µM],/,-4.8%,0%,0%,-4%,/,0.2%,-6%,0%,-2%
COc1ccc(CCn2c(O)c(C=NCCCN(C)C)c(=O)[nH]c2=O)cc1OC,-1.0%[57.5 µM],i,-1.5%,0%,3%,?,i,1.3%,10%,-1%,0%
CC1=CC(C)C(COC(N)=O)(COC(N)=O)C(C)C1 (centres undefined),2.1%[57.5 µM],i,0.1%,-1%,-3%,-2%,i,-0.6%,?,?,5%
c1ccc(N2CC[C@@]3(CCCNC3)C2)cc1,-0.4%,i,-5.9%,3%,2%,-7%,i,-0.2%,-5%,-11%,2%[9.22 µM]
Oc1cccc2cccnc12,2.6%[9.22 µM],3.8e-08M*,0.2%[15.4 µM],-13%[11.4 µM],-2%[9.17 µM],10µM*!,4.2e-08M*,2.2%[15.4 µM],?,15%[11.4 µM],6%[9.22 µM]
Cc1ccc2c(c1N)C(=O)c1ccccc1C2=O,?,/,3.7%,-14%,/,-20%,/,-2.8%,?,4%,/
